TDP1 inh = qHTS Assay for Inhibitors of Tyrosyl-DNA Phosphodiesterase (TDP1); Tyrosyl-DNA phosphodiesterase 1 (Homo sapiens), Q9NUW8; recombinant TDP1, AlphaScreen DNA substrate cleavage; Potency, µM (doses to about 130 µM), without a hit: at the top dose activity change, negative = inhibition, hits mostly inhibitors; hit rate 0.28% among 350,000; AID 485290, 2010; further: nearly all actives have a fitted effect of over 40% in size
Target sequence (Q9NUW8 whole entry, looked up): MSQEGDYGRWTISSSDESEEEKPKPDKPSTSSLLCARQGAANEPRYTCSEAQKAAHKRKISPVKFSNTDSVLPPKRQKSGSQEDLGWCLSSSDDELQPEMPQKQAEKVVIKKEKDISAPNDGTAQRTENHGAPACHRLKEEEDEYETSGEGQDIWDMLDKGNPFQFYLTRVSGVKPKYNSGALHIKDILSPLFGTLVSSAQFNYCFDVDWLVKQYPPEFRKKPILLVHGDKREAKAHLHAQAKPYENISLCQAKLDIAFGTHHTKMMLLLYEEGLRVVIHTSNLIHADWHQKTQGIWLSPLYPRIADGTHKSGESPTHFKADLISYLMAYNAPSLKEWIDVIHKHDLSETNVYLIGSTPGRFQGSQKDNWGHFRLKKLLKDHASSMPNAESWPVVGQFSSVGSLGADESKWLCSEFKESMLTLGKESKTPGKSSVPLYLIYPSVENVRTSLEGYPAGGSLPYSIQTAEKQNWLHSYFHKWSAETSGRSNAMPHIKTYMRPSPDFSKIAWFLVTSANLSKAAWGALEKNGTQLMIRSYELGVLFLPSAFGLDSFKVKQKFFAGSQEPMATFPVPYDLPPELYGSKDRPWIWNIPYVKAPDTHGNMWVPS
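AlphaScreen read-out: signal falls as enzyme removes the 3' tyrosine-FITC from a 5'-biotinylated DNA oligo (15 nM, 5 min, RT). Enzyme was E. coli-made recombinant Tdp1 at 1 nM, exposed to compound for 15 min beforehand; beads 10 ug/ml, 10 min.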
FEN1 inh = qHTS Assay for the Inhibitors of Human Flap endonuclease 1 (FEN1). hit rate 0.35% among 390,000. Potency, µM (top dose mostly 114 µM), inactives show top-dose activity change, negative = inhibition, most hits filed as inhibitors. Recombinant FEN1 flap cleavage, fluorescence, 15 min. P39748; further: nearly all actives have a fitted effect of over 65% in size
Target sequence (P39748 whole entry, looked up): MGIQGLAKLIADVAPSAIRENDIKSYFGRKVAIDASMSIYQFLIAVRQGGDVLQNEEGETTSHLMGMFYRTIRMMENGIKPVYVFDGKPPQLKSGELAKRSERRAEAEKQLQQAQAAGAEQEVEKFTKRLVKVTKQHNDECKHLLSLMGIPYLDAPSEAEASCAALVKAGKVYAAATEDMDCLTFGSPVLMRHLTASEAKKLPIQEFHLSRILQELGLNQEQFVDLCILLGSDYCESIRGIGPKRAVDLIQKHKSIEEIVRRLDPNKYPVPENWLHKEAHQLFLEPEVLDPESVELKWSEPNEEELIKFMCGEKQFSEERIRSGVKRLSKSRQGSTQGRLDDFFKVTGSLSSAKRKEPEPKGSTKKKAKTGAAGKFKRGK
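Reaction started by adding substrate (50 nM final) to 10 nM enzyme after 15 min room-temperature compound preincubation. Reads at 0 and 15 min, with data normalized and fitted to a four-parameter Hill equation.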
N370S GC = qHTS Assay for Inhibitors and Activators of N370S glucocerebrosidase as a Potential Chaperone Treatment of Gaucher Disease; Lysosomal acid glucosylceramidase (Homo sapiens), P04062; N370S GC spleen homogenate, 4MU-glucoside fluorescence; Potency, µM (titrated, usually from 59.4 µM), without a hit: top-dose activity change, negative = inhibition, actives largely listed as inhibitors; hit rate 0.092% among 330,000;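 further: 0% = full enzyme activity and -100% = no enzyme basal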
The depositor's hits bear a star; ? = inconclusive; / = not tested or not shown; & = joins results of further samples; [ ] = remark or other dose. The call rests on the fitted dose curve; in most records, active means well fitted curve in the direction sought with a large enough effect; inconclusive means small, poorly fitted or top-dose-only effect, or another doubt; inactive means no such curve, though single readings can be large; an effect the other way counts as inactive or inconclusive. Unless noted, on the % scale 0 is the no-effect control and ±100 the full control effect; potency means the concentration at half of the fitted maximal effect.

SMILES	TDP1 inh	FEN1 inh	N370S GC
O=C1CC(c2ccccc2)Sc2ccccc2N1Cc1ccccc1F (stereo not drawn)	-8%	-19%	/
COc1ccc(C(CNC(=O)COc2cccc(C(F)(F)F)c2)N2CCCC2)cc1 (stereo not drawn)	2%	2%	/
Cc1ccc(S(=O)(=O)N2CCN(C(=O)COC(=O)C3CC3C)CC2)c(C)c1 (stereo not drawn)	1%	-4%	/
CCOc1c(C)cnc2c1c(=O)n(Cc1ccccc1Cl)c(=O)n2C	?	-12%	-7%
CCOc1ccc(C(=O)OCc2cc(=O)n3cc(C)sc3n2)cc1	-3%	3%	/
CCC(Sc1nc2ccc(N)cc2s1)C(=O)Nc1nccs1 (stereo not drawn)	4%	13%	9%
COc1ccc2nc(NC(=O)c3ccc(S(=O)(=O)N4CCC(C)CC4)cc3)sc2c1	-3%	-2%	/
COCCN(C(=O)CCc1nnc(Cc2c[nH]c3ccccc23)o1)C(C)C	/	-15%	0%
O=[N+]([O-])c1ccc(C=Nc2ccc(Cl)cc2Cl)s1	0%	?	5%
CSc1c(C#N)c(N)nc2sc(C(=O)c3ccccc3)c(N)c12	/	-5%	-2%
CC(C)CCN1CCN(Cc2ccc3nsnc3c2)CC1CCO (stereo not drawn)	/	5%	14%
COC(=O)CN(c1ccccc1)S(=O)(=O)c1ccc(F)cc1	-2%	15%	5%
CC1=C(C(=O)OCC2CCCO2)C(c2coc3ccccc3c2=O)C2=C(CC(C)(C)CC2=O)N1 (stereo not drawn)	-2%	1%	5%
Cc1ccc(CNC(=O)CN2N=C(c3ccc(C)cc3)CCC2=O)cc1	0%	-5%	/
O=S(Cc1ccc(Br)cc1)Cc1nnc(SCc2c(F)cccc2Cl)n1-c1ccccc1 (stereo not drawn)	0%	-9%	2%

Whole records as entered above.
Listed for CCOc1ccc(C(=O)OCc2cc(=O)n3cc(C)sc3n2)cc1 → TDP1 inh: -3%; FEN1 inh: 3%; N370S GC: /
Listed for CSc1c(C#N)c(N)nc2sc(C(=O)c3ccccc3)c(N)c12 → TDP1 inh: /; FEN1 inh: -5%; N370S GC: -2%
Listed for Cc1ccc(S(=O)(=O)N2CCN(C(=O)COC(=O)C3CC3C)CC2)c(C)c1 (stereo not drawn) → TDP1 inh: 1%; FEN1 inh: -4%; N370S GC: /

Next records follow:
SMILES	TDP1 inh	FEN1 inh	N370S GC
CCCOc1ccc(C(=O)NNC(=S)NC(=O)CC)cc1	9%	0%	5%[12.8 µM]
CN1C2CCC1CC(NC(=O)c1cccc(C(F)(F)F)c1)C2 (stereo not drawn)	/	-3%	-4%
N#Cc1cccc(C(c2nnnn2Cc2ccccc2)N2CCCC2)c1 (stereo not drawn)	7%	-10%	-20%[2.35 µM]
COCCn1c(=N)c(C(=O)NCc2ccco2)cc2c(=O)n3cc(C)ccc3nc21	2%	-18%&8%	0%
O=C(COC(=O)c1ccccc1Cl)NC1CCCCCC1	-1%	16%	/
CN1CCN(C(=O)C2=C[C@@H](C3CCCCC3)C[C@@H](OCCCCO)O2)CC1	6%	-4%	-7%
COc1ccc(-c2sc3cc4c(cc3c2C#Cc2ccc(N)cc2)OCO4)cc1	0%	15%	/
CC(C)Sc1nc2c(cnn2-c2ccccc2)c(=O)[nH]1	5%	20%	9%
CCCc1cc(=O)n2[nH]c(C)c(-c3ccc(OC)cc3)c2n1	/	-17%	6%
CCC(C(=O)NC(C)(C)C)N(C(=O)c1ccc(Cl)nc1)C1CCCC1 (stereo not drawn)	-5%	2%	-3%
CC(C)CC(NC(N)=O)C(=O)Nc1ccc(Oc2ccccc2)cc1 (stereo not drawn)	3%	-3%	10%
CC(=O)Nc1ccc(CN2CCN(c3cccc(C(F)(F)F)c3)CC2)cc1	/	-13%	-6%
O=S(=O)(c1ccc(=S)[nH]c1)N1CCN(Cc2ccccc2)CC1	1%	2%	/
CC(NC(=O)CC1SC(N)=NC1=O)c1ccccc1 (stereo not drawn)	2%	-2%	2%
COc1ccc(NC(=O)c2cccs2)c([N+](=O)[O-])c1	5%	-9%	-3%

3 structures out of the list, sorted by number of heavy atoms, largest number first.
SMILES	TDP1 inh	FEN1 inh	N370S GC
COCCn1c(=N)c(C(=O)NCc2ccco2)cc2c(=O)n3cc(C)ccc3nc21	2%	-18%&8%	0%
CC(=O)Nc1ccc(CN2CCN(c3cccc(C(F)(F)F)c3)CC2)cc1	/	-13%	-6%
CC(C)CC(NC(N)=O)C(=O)Nc1ccc(Oc2ccccc2)cc1 (stereo not drawn)	3%	-3%	10%

More compounds follow:
SMILES	TDP1 inh	FEN1 inh	N370S GC
CCCCCCCOc1ccc(C(=O)Nc2cccnc2)cc1	/	-4%	-1%
CSC1=NCCN1C(=O)c1c(-c2ccccc2Cl)noc1C	-3%	-15%	12%
CCC(C)(C)NC(=O)Cc1ccc(C)cc1	-2%	4%	5%
COC(=O)c1ccccc1NC(=S)NC(=O)C1CCCCC1	2%	-5%	8%
Cc1cccc(NC(=S)N=Nc2c(O)n(C)c3ccc(S(=O)(=O)N4CCOCC4)cc23)c1	-5%	6%	-2%
CC(C)n1c(CN2CCN(C(=O)c3ccco3)CC2)nc2c1c(=O)n(C)c(=O)n2C	2%	-2%	-1%
COCCn1c(=O)[nH]c2cc(C(=O)OC)ccc2c1=O	8%	4%	?
COc1cc(OC)cc(C(=O)Nc2ccc3c(c2)OCCO3)c1	/	-3%&-22%	12%
CCOc1ccc(CNS(=O)(=O)c2c(C(=O)N3CCCC3)c(C)n(C)c2C)cc1OC	1%	20%	-4%
CC(C)c1ccc2oc3nc(N)c(C(=O)O)cc3c(=O)c2c1	3%	/	?
COc1ccc(CC(=O)OC(C)C(=O)Nc2ccc(S(N)(=O)=O)cc2)cc1 (stereo not drawn)	/	-4%	-11%
O=C(Nc1ccccc1)c1cc([N+](=O)[O-])ccc1NC1CCCCC1	5%	-23%	7%
CCCCn1c(N)c(N(CCOC)C(=O)c2cccc(OCc3ccccc3)c2)c(=O)[nH]c1=O	-4%	1%	-1%
O=C(O)/C=C/C(=O)N1N=C(c2ccco2)CC1c1ccco1 (stereo not drawn)	/	2%	-6%
CCCCNC(=O)C1CCN(S(=O)(=O)CCC)CC1	8%	3%	/

Next section (4 carried over from the part before).
SMILES	TDP1 inh	FEN1 inh	N370S GC
O=C(Nc1ccccc1)c1cc([N+](=O)[O-])ccc1NC1CCCCC1	5%	-23%	7%
CCCCn1c(N)c(N(CCOC)C(=O)c2cccc(OCc3ccccc3)c2)c(=O)[nH]c1=O	-4%	1%	-1%
O=C(O)/C=C/C(=O)N1N=C(c2ccco2)CC1c1ccco1 (stereo not drawn)	/	2%	-6%
CCCCNC(=O)C1CCN(S(=O)(=O)CCC)CC1	8%	3%	/
CN(C)C(=O)c1ccc(-c2cncnc2NCCN2CCOCC2)cc1	-11%	/	-1%
COc1ccc(CCNC(=O)C2CCN(C(=O)c3ccc([N+](=O)[O-])cc3)CC2)cc1	5%	4%	-5%
CNC(=O)c1c(I)c(C(=O)NCC(=O)Nc2c(I)c(C(=O)O)c(I)c(C(=O)NCCO)c2I)c(I)c(N(C)C(C)=O)c1I	14%[21 µM]	19%	6%
CCOC(=O)c1cccc(NC(=O)C2CCN(c3nnc(C)c4c(C)n(-c5ccccc5)nc34)CC2)c1	0%	16%	/
CCOc1ncccc1C(=O)OCc1csc(CC(=O)Nc2ccccc2C)n1	1%	0%	/
Cc1cc(Br)cn2cc(C(=O)O)nc12	4%	-10%	-6%
Cc1ncc(CN2CCN(Cc3ccc(F)cc3)C(CCO)C2)s1 (stereo not drawn)	4%	-5%	4%
Cc1ccc(C(=O)NNC(=O)C2CCN(Cc3ccccc3)CC2)cc1	6%	-4%	-21%
Cc1ccc2[nH]c(=O)c(CN(Cc3ccccc3)Cc3nnnn3Cc3ccco3)cc2c1	2%	-4%	/
O=C(CSCc1cccc(Br)c1)NC1CC1	5%	-4%	1%
COCCn1c(-c2ccc(SC)cc2)nc2c1c(=O)[nH]c(=O)n2CC(C)C	-3%	-5%	12%
COc1ccc(C(NC(=O)c2cc(OC)ccc2OC)c2ccccc2)cc1 (stereo not drawn)	-13%	1%	7%
Cc1cccn2c(CN(C)CC3CCCCO3)c(C(=O)N3CCCCC3)nc12 (stereo not drawn)	5%	-11%	-1%
O=C(NNc1ccccn1)C(c1ccccc1)c1ccccc1	2%	6%	4%
O=C(O)c1cnc(-c2ccccc2)nc1Sc1cccc(Cl)c1	3%	-19%	13%
CCOC(=O)Cc1nnc(NC(=O)c2ccccc2OCC)s1	4%[56.1 µM]	1%	2%
CC(=C/c1ccco1)/C=N/NC(=O)c1nnn(-c2nonc2N)c1CN(C)C	0%	-7%	-2%
Nc1nnc(SCc2cc3c(cc2Cl)OCO3)s1	8%	-12%	4%
CC(=O)c1ccc(NC(=O)c2ccc3c(c2)nnn3C2CCCC2)cc1	8%	-3%	/
Cc1ccc2c(c1)CCCN2C(=O)c1cccs1	4%	4%	23%
COCCOc1cc(NC(=O)c2cccc(OC)c2)c(Cl)cc1Cl	-3%	-3%	3%
COc1cccc(C(=O)NC2CCN(CC(=O)Nc3c(C)cc(C)cc3C)CC2)c1	3%	/	-1%
COCCC(=O)NNS(=O)(=O)c1ccc(Cl)cc1	3%	4%	17%
COc1ccc(C2/C=C\CN(C(=O)C3CCCCC3)C(Cc3ccccc3)C(=O)N2Cc2ccc(F)cc2)cc1 (stereo not drawn)	4%	-10%	-3%
Cc1[nH]c2ccccc2c1C(=O)CSc1n[nH]c(N)n1	5%	4%	-7%
COc1ccccc1CNC(=O)C(=O)NCC(c1ccco1)S(=O)(=O)c1cccs1 (stereo not drawn)	8%	-6%	/
CC(C)C1=CC2=CC[C@H]3[C@](C)(C(=O)O)CCC[C@]3(C)C2CC1 (stereo partly drawn)	4%	/	-3%
Cc1ccc(C)c(NS(=O)(=O)c2ccc(OCC(=O)N3CCCC3)cc2)c1	4%	-1%	-1%
CCn1c(C(=O)N2CCC(C(=O)N3CCN(c4ccc(OC)cc4)CC3)CC2)cc2sccc21	6%	-10%	/
COc1ccc([C@H]2CC(=O)C=C(c3ccc4c5c(cccc35)CC4)C2)cc1	0%	12%	/
CC(=O)Nc1ccc(/C=N/NC(=S)NC(C)C)cc1	5%	-4%	0%
CCOc1ccc(/C=N/NC(=O)c2nnn(-c3nonc3N)c2CN(C)C2CCCCC2)cc1	-1%	-15%	-14%
N[C@H](C(=O)O)c1nn[nH]n1	11%[56.1 µM]	/	4%
COc1cccc(NC(=O)c2ccccc2NS(C)(=O)=O)c1	5%	-2%	3%
OC[C@@H]1[C@@H](c2ccccc2)C(c2cccc(Cl)c2)=NN1c1ccccc1	25µM*	-18%	?
CC1CCN(C2=NC(=O)/C(=C/c3cn(-c4ccccc4)nc3-c3cccc(S(=O)(=O)N(C)C)c3)S2)CC1	4%	1%	-9%
CCN(CC)S(=O)(=O)c1ccc2[nH]c(=O)cc(C(=O)Nc3cccc(C(C)=O)c3)c2c1	2%	11%	-1%
Nc1ncc(-c2ccccc2)c(-c2ccc(OCc3ccccc3)cc2O)n1	6%	-22%	-18%
Cc1cccc(NC(=O)C2CCCN(c3nc(C)cc(C)n3)C2)c1 (stereo not drawn)	4%	-14%	1%
CSc1ncccc1C(=O)Nc1cccc(S(=O)(=O)N2CCCCC2)c1	1%[56.1 µM]	-22%	/
O=C(CSC1=NS(=O)(=O)c2cc(Cl)ccc2N1)Nc1ccccc1C(F)(F)F	11%	0%	-4%
O=C(CCS(=O)(=O)c1ccccc1)Nc1nc2c(s1)CCCC2	4%	-13%	-1%
O=C(Cn1ncc2c3ccccc3n(Cc3ccccc3)c2c1=O)NCc1cccs1	3%	-3%	/
CCCCC1(C)OC(=O)C(=Cc2c[nH]c3ccccc23)C(=O)O1 (stereo not drawn)	3%	9%	?
N#C/C(=C\c1cccc([N+](=O)[O-])c1)c1nnc2n1CCCCC2	3%	6%	-11%
NC(=O)c1sc2nc(-c3ccco3)ccc2c1N	?	?	-7%
CCn1ncc(CN2CCN(Cc3cccc(OC)c3)C(CCO)C2)c1C (stereo not drawn)	/	0%	-4%
CCOC(=O)c1c(C)[nH]c(C)c1S(=O)(=O)N(C)CC(=O)Nc1cccc(C(F)(F)F)c1	3%	-3%	/
Cc1cc(F)ccc1Nc1nc2ccccc2n2nnnc12	3%	4%	/
CCN(CC)C(=O)c1sc(NC(=O)c2c(OC)cccc2OC)c(C#N)c1C	6%	-6%	11%
CCN(CC(=O)Nc1ccc2c(c1)OCCO2)c1nc(-c2cccnc2)nc2ccccc12	8%	-1%	26%
Cc1onc(-c2ccccc2Cl)c1C(=O)Nc1nnc(C(C)C)s1	4%	-6%	11%
O=C(NCc1cccnc1)c1nnc(Cc2ccc(F)cc2)o1	1%	-9%	2%
CCCCCCOc1ccc(NC(=O)CC2C(=O)N(CC)C(=S)N2Cc2ccco2)cc1 (stereo not drawn)	5%	-10%	-1%
COCCNC(=O)CSc1ccc(-c2nc3ccccc3[nH]2)cn1	/	4%	-5%
Clc1cccc(N2CCN(c3c4c(nc5nncn35)CCC4)CC2)c1	7%	-1%	/

Screens from PubChem.
